NOD1 NF-kB reporter = NOD1 signaling inhibitors, primary screen, cell-based, luminescence, uHTS (AID 1578); NOD1-driven NF-kB luciferase reporter cells, luminescence; higher % means a stronger effect; inhibition, % at 4 µM, or EC50 in µM where a hit was titrated; 1% of 290,000 active; in the data active = inhibition mostly above about 36%, no sharp cut-off; inactive = mostly below about 34%;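 note: HEK-293T reporter cells stimulated with the NOD1 agonist gamma-tri-DAP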
NTR1 ag = agonists of NTR1, primary screen, imaging, U2OS cells, beta-arrestin-GFP, high content (AID 493036). P30989. NTR1-U2OS beta-arrestin-GFP spot imaging, agonist mode. activation, % at 20 µM. 0.17% of 330,000 active;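 active = activation at or above 40% of the spot to cytoplasm intensity ratio, with at least 20 cells analyzed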;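 note: 0% = DMSO without peptide and 100% = 100 nM NTR1 peptide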
Target sequence (P30989 whole entry, looked up): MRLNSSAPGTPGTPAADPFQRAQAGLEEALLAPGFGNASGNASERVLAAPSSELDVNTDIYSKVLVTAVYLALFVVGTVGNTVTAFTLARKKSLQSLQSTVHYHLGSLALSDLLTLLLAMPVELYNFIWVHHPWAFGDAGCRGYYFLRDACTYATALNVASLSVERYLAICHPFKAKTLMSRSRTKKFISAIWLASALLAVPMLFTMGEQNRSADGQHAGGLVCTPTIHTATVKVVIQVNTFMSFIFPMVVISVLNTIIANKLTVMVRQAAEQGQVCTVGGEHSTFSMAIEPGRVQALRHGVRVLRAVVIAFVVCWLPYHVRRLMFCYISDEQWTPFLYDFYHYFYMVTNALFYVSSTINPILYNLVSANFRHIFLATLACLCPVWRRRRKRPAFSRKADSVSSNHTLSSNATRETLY
GPR55 activation = selective activators of receptor GPR55 – imaging, U2OS cells, beta-arrestin-GFP redistribution, primary screen (AID 1961); U2OS GPR55 beta-arrestin-GFP redistribution imaging; higher % means a stronger effect; 0.048% of 290,000 active; one-dose activation, % at 10 µM; EC50 in µM for titrated hits;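 active = activation above 40% with more than 50 cells counted in the well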;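 note: U2OS osteosarcoma cells stably expressing GPR55 and beta-arrestin-GFP; plate controls were DMSO negative control for no effect and LPI positive control for full effect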
HEK293 NOD2/NF-kB = NOD2 signaling inhibitors, cell-based, luminescence, uHTS, HEK293 (AID 1566) | HEK293 NOD2/NF-kB luciferase reporter, luminescence; higher % means a stronger effect | inhibition, % at 4 µM, or EC50 in µM where a hit was titrated | 0.63% of 290,000 active; note: many of its hits are not listed in these tables
KOR beta-arrestin-1 = kappa opioid receptor activators – cell-based, luminescence, uHTS, primary screen (AID 1777); KOR beta-arrestin recruitment, luminescence; higher % means a stronger effect; activation, % at 10 µM; hits with a dose series show EC50 in µM; 0.02% of 280,000 active; in the data active = activation above about 50%, passing the limit was not always enough; note: a part of the inactive calls stands beside numbers as strong as those of hits
Yfh1-depleted yeast = enhancers of respiration in Yfh1-depleted yeast, dose response, Friedreich's ataxia, plus single-dose screen (AID 1465). 0.074% of 220,000 active. S. cerevisiae Yfh1-off respiration, WST-1 reduction, 72 h; higher fold induction means a stronger effect. fold induction at 50 µM, or EC50 in µM where a hit was titrated;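 active = fold induction of absorbance versus untreated yeast above a set limit, then at least 30% activation at any dose in follow-up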;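 note: activators that raise dye reduction in frataxin-depleted yeast; strong numbers were not always called active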
TNAP activation fold = stimulation of alkaline phosphatase TNAP activity – biochemical, luminescent, no phosphate acceptor, uHTS, primary screen (AID 1001); purified TNAP, luminescent activation assay, no phosphate acceptor; higher activation fold means a stronger effect; activation fold at 20 µM, or EC50 in µM where a hit was titrated; 0.03% of 200,000 active; in the data active = activation fold from about 3, or a potency from the dose series; inactive = the rest, 99 in 100 with activation fold below about 1.6; note: many of its hits are not listed in these tables
CSM14.1 death rescue = rescue of cells from ER stress-induced death, primary screen, 384-well, CSM14.1, thapsigargin, ATP luminescence (AID 1222) | cellular ATP content (survival), % at 20 µM; hits with a dose series show EC50 in µM | 190,000 tested, under 10 active | CSM14.1 thapsigargin-induced death rescue, ATP luminescence; higher % means a stronger effect;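 active = EC50 below 50 µM in the dose-response confirmation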;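 note: death triggered by thapsigargin at about 15 µM added after 2 h compound pretreatment; cell ATP read after overnight thapsigargin exposure of roughly 18 to 22 hours; normalized against plate controls of thapsigargin alone and 5% DMSO vehicle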
KOR beta-arrestin-2 = KOR antagonists, beta-arrestin recruitment, cell-based, luminescence, uHTS (AID 1778). KOR beta-arrestin recruitment, luminescence, antagonist mode; higher % means a stronger effect. inhibition, % at 10 µM, or IC50 in µM where a hit was titrated. 0.091% of 290,000 active; note: strong numbers were not always called active
NTR1 ag cell count 20 µM = also measured in NTR1 ag; calls as there; cell count; measured here: cell count, cytotoxicity flag
Active calls of the source: *; i = inactive; nt = not tested or not shown; [ ] = remark or other dose. Cut-off read from the data, not from the text of the source, unless noted: active = inhibition above about 50%; inactive = the rest. Some of the compounds tested, so the mix of outcomes need not match the whole.

1) CCOC(=O)N1CCC(NCCNC(=O)c2ccc(Cl)cc2)CC1
2) COc1cc(Sc2ccc(C)cc2)c(OC)cc1N
3) Cc1ccc(C(C(=O)NCC2CCCO2)N(Cc2ccccc2F)C(=O)Cn2nnc(-c3cccs3)n2)cc1 (stereo not drawn)
4) Cc1cccc(C)c1NC(=S)N(C)CCc1ccccn1
5) O=C(COc1ccc(Br)cc1)N1CCOCC1

Compound	1	2	3	4	5
NTR1 ag	2.4	0.1	2.3	1.1	0.7
Yfh1-depleted yeast	i	i	i	i	i
GPR55 activation	-0.1%	0.3%	0.3%	-0.2%	-0.3%
NOD1 NF-kB reporter	-36%	11%	10%	-19%	6%
CSM14.1 death rescue	nt	-1.1%	1.9%	-1.5%	-2.2%
TNAP activation fold	1.1	1	1	1.2	1.1
HEK293 NOD2/NF-kB	3%	18%	0%	0%	-12%
KOR beta-arrestin-2	17%	-2%	4%	18%	1%
KOR beta-arrestin-1	-4.3%	0.1%	0.7%	-1.7%	-1.3%
NTR1 ag cell count 20 µM	92	57	76	63	71

6) Cc1nccn1CCc1nc(N)nc(N)n1
7) Cc1nn(C)c(C)c1CCC(=O)N1CCCC(N2CCN(c3ccc(F)cc3)CC2)C1 (stereo not drawn)
8) COc1ccc(S(N)(=O)=O)cc1C(=O)OCCCOc1ccc(F)cc1
9) CN1CCc2c(sc(NC(=O)c3ccco3)c2C(N)=O)C1
10) Nc1nonc1-c1nc2ccccc2n1Cc1ccccc1

Compound	6	7	8	9	10
NTR1 ag	-1.1	-0.6	0.2	1.0	6.6
Yfh1-depleted yeast	i	nt	nt	nt	i
GPR55 activation	0.5%	0.4%	-0.1%	0.3%	-0.1%
NOD1 NF-kB reporter	-2%	0%	14%	-38%	-11%
CSM14.1 death rescue	-1.8%	nt	nt	nt	nt
TNAP activation fold	1	nt	nt	nt	1
HEK293 NOD2/NF-kB	5%	-6%	-1%	1%	-38%
KOR beta-arrestin-2	-16%	9%	25%	-6%	1%
KOR beta-arrestin-1	-2.8%	-4.1%	-3.3%	4.7%	1.3%
NTR1 ag cell count 20 µM	47	53	77	51	85

11) Brc1cccc(CNc2nc3ccccc3n2CCN2CCOCC2)c1
12) CN1CCN(NC(=O)/C=C/c2ccc(C(C)(C)C)cc2)CC1
13) COc1ccccc1NC(=O)c1oc2ccccc2c1NC(=O)c1ccco1
14) CCOc1ccc(N2C(=O)/C(=C\c3ccccc3OC)S(=O)(=O)C2c2cccc([N+](=O)[O-])c2)cc1 (stereo not drawn)
15) CC1CC(C)CN(c2ccc(S(=O)(=O)N3CCOCC3)cc2)C1 (stereo not drawn)

Compound	11	12	13	14	15
NTR1 ag	1.1	-1.3	9.6	1.0	1.7
Yfh1-depleted yeast	i	nt	i	i	nt
GPR55 activation	-0.1%	-0.1%	-0.3%	1.1%	0.0%
NOD1 NF-kB reporter	42%	-17%	-20%	7%	-13%
CSM14.1 death rescue	-3.3%	nt	-1.2%	-2.4%	nt
TNAP activation fold	1	nt	1.1	1.1	nt
HEK293 NOD2/NF-kB	2%	7%	-16%	4%	-4%
KOR beta-arrestin-2	nt	-19%	-32%	-2%	13%
KOR beta-arrestin-1	nt	1.0%	-0.7%	3.3%	1.5%
NTR1 ag cell count 20 µM	39	37	60	66	72

An excerpt of these results, as a markdown table.
| no. | smiles | NTR1 ag | Yfh1-depleted yeast | GPR55 activation | NOD1 NF-kB reporter | CSM14.1 death rescue | TNAP activation fold | HEK293 NOD2/NF-kB | KOR beta-arrestin-2 | KOR beta-arrestin-1 | NTR1 ag cell count 20 µM |
| --- | --- | --- | --- | --- | --- | --- | --- | --- | --- | --- | --- |
| 2 | COc1cc(Sc2ccc(C)cc2)c(OC)cc1N | 0.1 | i | 0.3% | 11% | -1.1% | 1 | 18% | -2% | 0.1% | 57 |
| 3 | Cc1ccc(C(C(=O)NCC2CCCO2)N(Cc2ccccc2F)C(=O)Cn2nnc(-c3cccs3)n2)cc1 (stereo not drawn) | 2.3 | i | 0.3% | 10% | 1.9% | 1 | 0% | 4% | 0.7% | 76 |
| 4 | Cc1cccc(C)c1NC(=S)N(C)CCc1ccccn1 | 1.1 | i | -0.2% | -19% | -1.5% | 1.2 | 0% | 18% | -1.7% | 63 |
| 5 | O=C(COc1ccc(Br)cc1)N1CCOCC1 | 0.7 | i | -0.3% | 6% | -2.2% | 1.1 | -12% | 1% | -1.3% | 71 |
| 6 | Cc1nccn1CCc1nc(N)nc(N)n1 | -1.1 | i | 0.5% | -2% | -1.8% | 1 | 5% | -16% | -2.8% | 47 |
| 7 | Cc1nn(C)c(C)c1CCC(=O)N1CCCC(N2CCN(c3ccc(F)cc3)CC2)C1 (stereo not drawn) | -0.6 | nt | 0.4% | 0% | nt | nt | -6% | 9% | -4.1% | 53 |
| 8 | COc1ccc(S(N)(=O)=O)cc1C(=O)OCCCOc1ccc(F)cc1 | 0.2 | nt | -0.1% | 14% | nt | nt | -1% | 25% | -3.3% | 77 |
| 9 | CN1CCc2c(sc(NC(=O)c3ccco3)c2C(N)=O)C1 | 1.0 | nt | 0.3% | -38% | nt | nt | 1% | -6% | 4.7% | 51 |
| 10 | Nc1nonc1-c1nc2ccccc2n1Cc1ccccc1 | 6.6 | i | -0.1% | -11% | nt | 1 | -38% | 1% | 1.3% | 85 |
| 11 | Brc1cccc(CNc2nc3ccccc3n2CCN2CCOCC2)c1 | 1.1 | i | -0.1% | 42% | -3.3% | 1 | 2% | nt | nt | 39 |
| 12 | CN1CCN(NC(=O)/C=C/c2ccc(C(C)(C)C)cc2)CC1 | -1.3 | nt | -0.1% | -17% | nt | nt | 7% | -19% | 1.0% | 37 |
| 13 | COc1ccccc1NC(=O)c1oc2ccccc2c1NC(=O)c1ccco1 | 9.6 | i | -0.3% | -20% | -1.2% | 1.1 | -16% | -32% | -0.7% | 60 |

Continuation:
16) COc1ccc(C)cc1N(C(=O)c1ccccc1F)c1nc2ccccc2s1
17) COc1ccc(NC(=O)C2CCCN2S(=O)(=O)c2ccc3c(c2)CCC(=O)N3)cc1Cl (stereo not drawn)
18) COc1ccc(C(=O)CSc2nnn(-c3cccc(NC(C)=O)c3)n2)cc1
19) CC(=O)NCN1CCN(CNC(C)=O)CC1
20) CN(C)c1ccc(/C=C(\NC(=O)c2ccccc2)C(=O)NCCN2CCOCC2)cc1

Compound	16	17	18	19	20
NTR1 ag	2.0	1.2	5.9	-1.5	-0.2
Yfh1-depleted yeast	i	i	i	i	nt
GPR55 activation	-0.3%	0.3%	-0.6%	-0.3%	0.2%
NOD1 NF-kB reporter	6%	-10%	2%	2%	-7%
CSM14.1 death rescue	-2.4%	-2.0%	nt	-1.6%	nt
TNAP activation fold	1.2	1	nt	1	nt
HEK293 NOD2/NF-kB	2%	-3%	13%	12%	24%
KOR beta-arrestin-2	15%	-48%	15%	-16%	5%
KOR beta-arrestin-1	-2.6%	2.1%	2.5%	-2.6%	-4.6%
NTR1 ag cell count 20 µM	66	59	38	52	41

21) O=C(O)/C=C/C(=O)Nc1ccccc1-c1ccccc1NC(=O)/C=C/C(=O)O
22) Cc1ccc(CN2CCN(Cc3ccco3)CC2)cc1
23) CCC(C)(C)NC(=O)C1CCN(c2nc(C)cc(C)n2)CC1
24) OCCC1CN(Cc2cn[nH]c2C2CCCCC2)CCN1C1CCCC1 (stereo not drawn)
25) CCOC(=O)c1ccc(NC(=O)Nc2ccccn2)cc1
26) O=C(NNc1nc(-c2ccccc2)cs1)c1cccs1
27) CCCN1Cc2cccc(C(N)=O)c2C1=O
28) CCCCCn1c(CNC(=O)CC)nc2ccccc21

Compound	21	22	23	24	25	26	27	28
NTR1 ag	5.1	1.2	1.2	-0.8	0.5	0.1	0.5	0.7
Yfh1-depleted yeast	i	nt	i	i	i	i	i	i
GPR55 activation	-0.1%	-0.2%	-0.2%	-0.1%	0.3%	0.2%	0.0%	0.3%
NOD1 NF-kB reporter	-19%	-26%	11%	-9%	-30%	-3%	-6%	-1%
CSM14.1 death rescue	-2.5%	nt	-2.0%	0.5%	-1.7%	nt	0.0%	-1.5%
TNAP activation fold	1.4	nt	1	1	1.1	nt	1.1	1
HEK293 NOD2/NF-kB	6%	-5%	11%	-12%	-36%	4%	-1%	2%
KOR beta-arrestin-2	-4%	-40%[20 µM]	-17%	-5%[20 µM]	-36%	5%	-18%	10%
KOR beta-arrestin-1	1.7%	3.8%	-4.6%	nt	0.8%	5.7%	0.3%	-0.6%
NTR1 ag cell count 20 µM	68	47	62	53	82	55	45	54
